Screening results (PubChem BioAssay)
GC-A act – GC-A (human) enzyme activation. 0.14% of 370,000 active. P16066. activation, % at 10 µM. HEK293 GC-A cells, cGMP TR-FRET, EC30 ANP; 0% at EC30 ANP, 100% saturating ANP; in the data active = activation above about 40%
UHRF1 binding – blocks human UHRF1 binding to methylated DNA. UHRF1 binding to methylated oligo, TR-FRET. AID 687016. 0.75% of 370,000 active. inhibition, % at 4.4 µM. Q96T88; in the data active = inhibition above about 21%;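 note: UHRF1 SRA domain binding a hemimethylated CpG hairpin DNA probe; 0% = median of test compound wells and 100% = reference inhibitor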
MBD2 DNA inh – blocks human MBD2 binding to methylated DNA. inhibition, % at 4.4 µM. 0.31% of 370,000 active. Q9UBB5. TR-FRET, MBD2 binding to methylated oligonucleotide; in the data active = inhibition above about 13%
TCR CD3 inh – blocks the human TCR-CD3 interaction; TAMRA-labeled TCR probe fluorescence, biochemical; inhibition, % at 9.4 µM; 0.37% of 360,000 active; AID 651800; in the data active = inhibition above about 19%;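 note: recombinant mutant TCR 2C K166C tagged with TAMRA read by polarization; 0% = receptor in buffer alone and 100% = receptor with positive control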
PRMT1 FP inh – PRMT1 (human) inhibition, primary screen; recombinant PRMT1, activity-based probe fluorescence polarization; inhibition, % at 2.79 µM; 1.3% of 370,000 active;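 active = inhibition above about 21% made by adding two undisclosed values, limit read from the data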
Target sequence (Q99873 whole entry, looked up): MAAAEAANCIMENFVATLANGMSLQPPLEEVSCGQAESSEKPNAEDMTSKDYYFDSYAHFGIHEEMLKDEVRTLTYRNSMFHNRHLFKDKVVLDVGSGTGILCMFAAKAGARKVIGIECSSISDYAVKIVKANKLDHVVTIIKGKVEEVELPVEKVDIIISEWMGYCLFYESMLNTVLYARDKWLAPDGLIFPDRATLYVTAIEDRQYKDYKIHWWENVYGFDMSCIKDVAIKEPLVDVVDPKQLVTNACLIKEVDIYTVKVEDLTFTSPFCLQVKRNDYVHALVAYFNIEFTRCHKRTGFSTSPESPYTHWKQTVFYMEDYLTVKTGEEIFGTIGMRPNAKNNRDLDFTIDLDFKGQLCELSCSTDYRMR
mABHD4 FP – ABHD4 (mouse) inhibition, primary FP screen | purified mABHD4, FP-Rh probe fluorescence polarization | 0.54% of 370,000 active | AID 720543 | inhibition, % at 8.92 µM;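 active = inhibition exceeding the mean over every tested compound plus 3 SD, cut at about 30% in these data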;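 note: 0% = plate median of compound wells and 100% = S159A mutant with DMSO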
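Doses – 8.92 µM, single dose · Material – wild-type mouse ABHD4 protein · Replication – single well per compound (singlicate) · Measure – percent inhibition of probe binding, normalized to plate controls · Schedule – 45 min compound pre-incubation plus 60 min probe step, 25 °C · Detection – fluorescence polarization with parallel and perpendicular emission, 525/598 nm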
HTRA1 inh – inhibitors of human serine peptidase HTRA1; 0.5% of 340,000 active; inhibition, % at 5.96 µM; Q92743; recombinant HTRA1, FP-rhodamine activity-based probe, fluorescence polarization; AID 504803; in the data active = inhibition above about 36%;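 note: 0% = enzyme with DMSO and 100% = wells lacking enzyme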
Target sequence (Q92743 whole entry, looked up): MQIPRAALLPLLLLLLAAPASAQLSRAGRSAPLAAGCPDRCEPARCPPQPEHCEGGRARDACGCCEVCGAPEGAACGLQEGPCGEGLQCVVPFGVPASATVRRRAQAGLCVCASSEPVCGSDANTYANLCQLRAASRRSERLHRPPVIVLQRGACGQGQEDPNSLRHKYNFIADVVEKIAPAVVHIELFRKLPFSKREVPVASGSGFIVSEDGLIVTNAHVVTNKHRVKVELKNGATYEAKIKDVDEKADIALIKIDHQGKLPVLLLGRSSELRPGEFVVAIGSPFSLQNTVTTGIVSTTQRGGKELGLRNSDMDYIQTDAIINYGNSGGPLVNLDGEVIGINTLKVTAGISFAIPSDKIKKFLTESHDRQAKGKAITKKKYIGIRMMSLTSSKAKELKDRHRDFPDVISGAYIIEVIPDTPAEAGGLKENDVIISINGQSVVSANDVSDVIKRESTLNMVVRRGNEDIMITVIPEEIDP
rCAG RNA binder – molecules binding r(CAG) RNA repeats; r(CAG) RNA repeat, TO-PRO-1 dye displacement fluorescence; inhibition, % at 3 µM; 1.3% of 370,000 active; AID 651821;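 active = inhibition above the plate cutoff, the mean of all test compounds on that plate plus 3 SD, cut at about 35% in these data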;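 note: 0% = DMSO alone and 100% = 100 µM mitoxantrone as full dye displacement; higher means more dye released from RNA so lower well fluorescence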
SIAE primary – human SIAE inhibition, primary screen; Q9HAT2; SIAE FP-Rh probe binding, fluorescence polarization; inhibition, % at 9.66 µM; 0.69% of 370,000 active;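 active = inhibition above a cutoff: mean of compounds within the control limits plus 3 SD of those, cut at about 17% in these data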;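 note: 0% = plate median of compound wells and 100% = probe without SIAE protein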
GC-B act – GC-B (human) receptor activation. AID 1920062. 0.11% of 370,000 active. HEK293-GC-B cells, CNP EC30, cGMP TR-FRET; 0% at EC30 CNP, 100% saturating CNP. activation, % at 10 µM. P20594;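 active = activation at 10 µM reaching about 35% in either raw or pattern-adjusted values, limit read from the data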
* = called active by the depositor; · = no result given. Only part of the results is shown; rates above refer to the full screens.

Each structure is followed by: rCAG RNA binder | TCR CD3 inh | UHRF1 binding | HTRA1 inh | PRMT1 FP inh | GC-A act | SIAE primary | GC-B act | MBD2 DNA inh | mABHD4 FP
- CCN(c1ccc(OC)cc1)S(=O)(=O)N1CCCC(C(=O)NCc2ccccc2Br)C1 (stereo unspecified)
  -6 | -1 | -5 | -17 | -1 | -3 | -3 | 5 | 0 | -3
- O=C(COC(=O)c1ccco1)Nc1ccc2[nH]c(=O)[nH]c2c1
  4 | 2 | 5 | 4 | 2 | 1 | 9 | -3 | 1 | 4
- CCc1ccc(NC(=O)c2sc3nc4n(c(=O)c3c2C)CCC4)cc1
  2 | -14 | 1 | -2 | 5 | 6 | -6 | -4 | 4 | -6
- CCN1CCN(C(=O)c2cc3c(=O)n(C)c4ccccc4c3n2C)CC1
  10 | 5 | 5 | 1 | 4 | 4 | -1 | -2 | 3 | -8
- CC(C)COC(=O)Nc1nnc(SCc2ccccc2F)s1
  -1 | 0 | -1 | -6 | 3 | 1 | -2 | -9 | -4 | 1
- CCN(CC)C(=O)c1ccc(C(=O)Nc2ccc(F)cc2)cc1
  3 | 0 | 5 | -2 | 0 | -3 | -1 | -2 | 6 | -6
- Cc1ccc2nc(SCC(=O)c3ccc(Cl)cc3)nc(=O)n2c1
  1 | -4 | 4 | 1 | 0 | 1 | 7 | -11 | -3 | 7
- CCOC(=O)c1c(C)[nH]c(C)c1C(=O)COC(=O)/C=C/c1ccc(OC)cc1
  -2 | -2 | -2 | -14 | 1 | 1 | 1 | 4 | -1 | -4
- Cc1cc(NS(C)(=O)=O)c(=O)n(Cc2cccc(F)c2)c1
  0 | -5 | -3 | 0 | 8 | -3 | -7 | 1 | 0 | -11
- CCc1ccc(OCC(=O)NCc2ccco2)c(Br)c1
  -1 | 3 | -3 | -6 | 1 | -7 | -1 | -2 | -5 | 0
- Cc1ccccc1C(=O)NCC(=O)OCCCOC(=O)CNC(=O)c1ccccc1C
  -7 | -5 | 1 | 2 | 0 | 1 | 0 | 1 | 1 | 0
- Cc1ccc(C)c(N2CCN(S(=O)(=O)c3c(C)noc3C)CC2)c1
  -7 | 7 | 4 | 2 | 1 | -2 | 0 | -3 | 5 | -1
- Cc1cccc(C)c1NC(=O)C(c1ccc(C(F)(F)F)cc1)n1c(=O)c(-c2ccco2)nc2ccccc21 (stereo unspecified)
  35* | -8 | 5 | · | 23* | -7 | -33 | -4 | -7 | -37
- Cc1cc(C(=O)CSc2nc(N)cc(=O)[nH]2)c(C)n1CCc1ccc(Cl)cc1
  16 | 3 | 5 | -24 | 3 | 3 | -17 | -9 | -2 | -1
- CN(C)C(=O)CSc1nnc(-c2ccc(F)cc2)c2ccccc12
  2 | 2 | 0 | -4 | 3 | -2 | -2 | 4 | 0 | 1
- CC(C)NC(=O)C1=NN(c2ccccc2)C(=O)CC1
  -1 | -2 | 0 | -3 | 2 | 1 | -1 | -6 | 3 | 5
- Cn1c(=O)c2c(nc(CN3CCOCC3)n2CCc2ccccc2)n(C)c1=O
  -5 | 1 | 12 | 10 | -3 | -2 | 0 | 0 | 3 | -3
- COC(=O)c1ccccc1NC(=O)C(=O)NCc1ccncc1
  -5 | 4 | 42* | 1 | 0 | 11 | 2 | 2 | 1 | 1
- CCOC(=O)[C@]12CCCC=C1N(Cc1ccco1)C(=O)[C@H](CC(=O)NCc1ccccc1)C2
  4 | 4 | -2 | · | -1 | 4 | -1 | 6 | -3 | -3
- CC(Oc1ccc(-c2ccccc2)cc1)C(=O)N/N=C/c1cccnc1 (stereo unspecified)
  -2 | 0 | 0 | -16 | -1 | 5 | 10 | -10 | 0 | -8

Next section
Each structure is followed by: rCAG RNA binder | TCR CD3 inh | UHRF1 binding | HTRA1 inh | PRMT1 FP inh | GC-A act | SIAE primary | GC-B act | MBD2 DNA inh | mABHD4 FP
- CC(C)N(C)NC(=S)Nc1ccccc1
  0 | 2 | -3 | 4 | 0 | 3 | 4 | 3 | -2 | 3
- CN(CC(=O)Nc1ccccc1Cl)C(=O)CCSc1ccc(F)cc1
  -1 | 4 | 1 | 1 | -2 | 3 | -4 | 8 | 1 | -6
- COc1c(C)cc(Br)cc1C(=O)Nc1ccccc1N1CCN(C(=O)c2ccccc2)CC1
  0 | -8 | 55* | 1 | 2 | 1 | -5 | 2 | 2 | -5
- CC(OC(=O)c1ccccn1)C(=O)Nc1ccc2c(c1)OCCO2 (stereo unspecified)
  -3 | -1 | 0 | 9 | -5 | -1 | 5 | 1 | -1 | 4
- COc1ccccc1Cc1c(-c2ccc(OC)c(OC)c2)nc2c(Cl)cc(C(F)(F)F)cn12
  7 | -3 | 2 | · | 0 | -4 | -9 | 4 | -2 | -13
- CCc1cc2c(nc1CC)CCCN2C
  2 | 7 | 7 | · | 2 | 6 | 0 | 7 | 2 | 4
- O=C(NCCCO)C(=O)Nc1ccc2c(c1)N(S(=O)(=O)c1cccs1)CCC2
  -10 | -5 | 0 | -2 | 0 | -2 | -101 | 4 | 0 | -3
- COc1cc(/C=N/NC(=O)c2c(C)nc3ccc(Cl)cn23)cc(OC)c1OC
  -6 | -1 | -2 | 1 | 0 | 2 | 0 | -4 | -3 | 7
- COC(=O)c1ccccc1NC(=O)Cn1c(=O)oc2ccc(Cl)cc21
  0 | 8 | 3 | -4 | -3 | -4 | -1 | -6 | -1 | 1
- O=C(NCCCNC(=O)c1ccccc1Br)c1ccccc1Br
  6 | 2 | 2 | 1 | -3 | 7 | -3 | 1 | -3 | -1
- Cn1c(=O)c2[nH]c(CCCCCCCCc3nc4ccccc4[nH]3)nc2n(C)c1=O
  0 | -4 | 2 | -4 | 4 | -4 | 2 | -1 | -5 | -7
- COC(=O)Cn1cnc2ccccc2c1=O
  -2 | 3 | 2 | 1 | -1 | 6 | 0 | -2 | 2 | -4
- CCn1nc(C)c(NC(=O)/C=C/c2cnn(C)c2)c1C
  -1 | 2 | 1 | 4 | -4 | 4 | 0 | 0 | 4 | 1
- Cc1c(NC(=O)COC(=O)Cc2ccc(Br)cc2)c(=O)n(-c2ccccc2)n1C
  3 | 5 | 2 | 0 | -3 | 1 | 3 | 4 | -4 | 2
- O=C(NCCN1CCCCC1)c1cc(COc2c(F)cccc2F)on1
  0 | 0 | -4 | -8 | -4 | -1 | 10 | 3 | -8 | -1
- O=C(N/N=C/c1ccccn1)c1cc(-c2ccccc2)nc2ccccc12
  3 | 0 | -2 | · | -4 | 5 | -6 | -6 | -1 | -8
- COc1c2ccccc2c(OC)c2ccccc12
  0 | 9 | -2 | 16 | 0 | -6 | -2 | -4 | -2 | 5
- COc1ccc(/C=N/NC(=O)CNC(=O)COc2ccccc2)cc1
  1 | -9 | 0 | 0 | -2 | -3 | 5 | 3 | -4 | -5
- Cc1cccn2c(=O)nc(SCC(=O)N3CCCCCC3)nc12
  -1 | 4 | 2 | 2 | -2 | -2 | -4 | -1 | 4 | -6
- COc1cc(C2SCC(=O)N2CCN2CCCCC2)ccc1O (stereo unspecified)
  -1 | 7 | 0 | 10 | -3 | 0 | 6 | 4 | 0 | 2

Additional records
Each structure is followed by: rCAG RNA binder | TCR CD3 inh | UHRF1 binding | HTRA1 inh | PRMT1 FP inh | GC-A act | SIAE primary | GC-B act | MBD2 DNA inh | mABHD4 FP
- O=C(CN1C(=O)C2CC=CCC2C1=O)Nc1nc2ccc(F)cc2s1 (stereo unspecified)
  3 | 0 | -1 | -6 | 1 | 16 | 5 | -4 | -2 | -2
- CC(=O)C1=C(O)C(=O)N(Cc2ccco2)C1c1ccc2c(c1)OCO2 (stereo unspecified)
  2 | 4 | -6 | -1 | 2 | 1 | 0 | 7 | -1 | 8
- CCNc1c(NC(=O)c2cccs2)c(=O)oc2ccccc12
  4 | -1 | 2 | 3 | 0 | 1 | -4 | -4 | 3 | -2
- O=c1[nH]ncc2c3ccccc3n(Cc3ccc(F)cc3)c12
  3 | 5 | 0 | -11 | -2 | 1 | 2 | -8 | 0 | -2
- O=C(COC(=O)/C=C/c1ccc(F)cc1)NCc1ccco1
  -2 | -4 | 1 | 2 | -4 | 2 | -2 | 1 | -2 | 0
- Cc1cccn2cc(-c3c[nH]c4ccccc34)nc12
  1 | 7 | 0 | 14 | -3 | -1 | 8 | -10 | 2 | 0
- Cc1c(CCC(=O)N2CCC[C@H]2C(=O)O)c(=O)oc2c(C)c3oc4c(c3cc12)CCCC4
  38* | 2 | 3 | -8 | 3 | 7 | -15 | -5 | 10 | -5
- O=C(CCN1C(=O)NC2(CCCC2)C1=O)Nc1ccc(Sc2ccc(Br)cc2)cc1
  3 | -7 | 6 | -37 | 0 | 4 | 0 | 8 | 1 | -19
- O=C(NCC1CCCO1)C1CCCN1C(=O)Nc1ccc(Cl)c(Cl)c1 (stereo unspecified)
  -4 | -5 | -1 | 5 | 4 | 1 | 2 | -4 | -4 | 0
- CCc1ccc2[nH]c3nc(N/N=C/c4ccc(O)cc4O)nnc3c2c1
  57* | 11 | -6 | 61* | -1 | -3 | 30* | 2 | -1 | 16
- COc1ccc(/C=C/C(=O)c2ccc(C(=O)/C=C/c3ccc(OC)c(OC)c3)cc2)cc1OC
  17 | 4 | -2 | -11 | -2 | 6 | -35 | 0 | -3 | -5

Of the compounds above, these have an aryl thioether with sulfur outside any ring:
Each structure is followed by: rCAG RNA binder | TCR CD3 inh | UHRF1 binding | HTRA1 inh | PRMT1 FP inh | GC-A act | SIAE primary | GC-B act | MBD2 DNA inh | mABHD4 FP
- CC(C)COC(=O)Nc1nnc(SCc2ccccc2F)s1
  -1 | 0 | -1 | -6 | 3 | 1 | -2 | -9 | -4 | 1
- Cc1ccc2nc(SCC(=O)c3ccc(Cl)cc3)nc(=O)n2c1
  1 | -4 | 4 | 1 | 0 | 1 | 7 | -11 | -3 | 7
- Cc1cc(C(=O)CSc2nc(N)cc(=O)[nH]2)c(C)n1CCc1ccc(Cl)cc1
  16 | 3 | 5 | -24 | 3 | 3 | -17 | -9 | -2 | -1
- CN(C)C(=O)CSc1nnc(-c2ccc(F)cc2)c2ccccc12
  2 | 2 | 0 | -4 | 3 | -2 | -2 | 4 | 0 | 1
- CN(CC(=O)Nc1ccccc1Cl)C(=O)CCSc1ccc(F)cc1
  -1 | 4 | 1 | 1 | -2 | 3 | -4 | 8 | 1 | -6
- Cc1cccn2c(=O)nc(SCC(=O)N3CCCCCC3)nc12
  -1 | 4 | 2 | 2 | -2 | -2 | -4 | -1 | 4 | -6
- O=C(CCN1C(=O)NC2(CCCC2)C1=O)Nc1ccc(Sc2ccc(Br)cc2)cc1
  3 | -7 | 6 | -37 | 0 | 4 | 0 | 8 | 1 | -19
